High-throughput results (PubChem)
M5 ag – human M5 muscarinic receptor agonists, primary screen, CHO-K1 cells, Fluo-8 calcium fluorescence | CHO-K1 hM5 cells; 0% DMSO wells, 100% maximal acetylcholine response | activation, % at 3 µM | hit rate 0.19% among 360,000 | AID 624037, 2012;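 active = activation above the run's mean over test compounds plus 3 SD, cut at about 23% in these data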;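 also: signal is peak over basal fluorescence ratio across the kinetic read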
Target sequence (P08912 whole entry, looked up): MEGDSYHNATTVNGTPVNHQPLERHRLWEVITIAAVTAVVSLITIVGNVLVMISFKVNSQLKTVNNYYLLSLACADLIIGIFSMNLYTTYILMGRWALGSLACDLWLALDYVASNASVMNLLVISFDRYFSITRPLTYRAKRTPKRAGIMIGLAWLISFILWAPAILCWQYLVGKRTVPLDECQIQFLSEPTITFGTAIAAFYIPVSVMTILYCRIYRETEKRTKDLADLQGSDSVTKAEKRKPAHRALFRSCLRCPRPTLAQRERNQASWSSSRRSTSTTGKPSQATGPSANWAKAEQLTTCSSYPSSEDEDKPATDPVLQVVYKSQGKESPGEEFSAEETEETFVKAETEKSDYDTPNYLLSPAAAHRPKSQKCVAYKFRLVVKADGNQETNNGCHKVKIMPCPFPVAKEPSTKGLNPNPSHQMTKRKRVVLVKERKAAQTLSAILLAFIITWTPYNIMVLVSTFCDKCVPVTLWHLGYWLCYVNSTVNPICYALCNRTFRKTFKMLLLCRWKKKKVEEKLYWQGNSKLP
CHRM4 PAM – human M4 muscarinic receptor positive allosteric modulators, primary screen, CHO-K1 cells, Fluo-8 calcium fluorescence | CHO-K1 hM4/Gqi5, ACh EC20; 0% = ACh EC20, 100% = maximal ACh | activation, % at 3 µM | hit rate 0.4% among 360,000 | AID 624126, 2012;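 active = activation above its plate's cutoff, the mean activation of sample wells plus 3 SD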; also: some results filed as inactive read as strong as hits
Target sequence (P08173 whole entry, looked up): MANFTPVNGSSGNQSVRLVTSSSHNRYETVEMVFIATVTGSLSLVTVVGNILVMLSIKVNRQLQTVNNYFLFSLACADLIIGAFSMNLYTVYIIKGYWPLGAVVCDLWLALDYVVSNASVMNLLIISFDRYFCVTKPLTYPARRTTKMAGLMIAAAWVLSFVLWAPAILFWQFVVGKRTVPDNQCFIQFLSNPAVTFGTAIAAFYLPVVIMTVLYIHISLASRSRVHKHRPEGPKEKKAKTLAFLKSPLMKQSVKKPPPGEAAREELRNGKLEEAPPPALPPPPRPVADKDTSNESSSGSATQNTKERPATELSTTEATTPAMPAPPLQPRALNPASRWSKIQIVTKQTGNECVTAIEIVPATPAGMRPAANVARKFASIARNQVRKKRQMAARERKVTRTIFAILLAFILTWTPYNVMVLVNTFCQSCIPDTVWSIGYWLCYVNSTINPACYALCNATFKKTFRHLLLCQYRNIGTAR
M1 PAM parental – nonselective calcium activators in parental CHO-K1 cells, primary screen, counter-screen for M1 PAM project, cell-based, Fluo-8 calcium fluorescence, full deck, 1536-well; ATP EC20; 0% at ATP EC20, 100% at ATP max; activation, % at 3 µM; hit rate 0.02% among 360,000; AID 602247, 2012;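 active = activation above the run cutoff, the mean activation of all test compounds plus 3 SD, cut at about 40% in these data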;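 also: peak over basal fluorescence ratio in a 140 s read after ATP addition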
CHO-K1 Ca antag – counter-screen for M1 antagonists: effect in parental CHO-K1 cells | hit rate 0.6% among 360,000 | inhibition, % at 3 µM | ATP-induced calcium, Fluo-8 fluorescence;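 active = inhibition above a per-plate cutoff, the plate's mean sample inhibition plus 3 SD, cut at about 24% in these data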;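 also: 0% = DMSO plus EC80 ATP and 100% = DMSO alone without ATP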
CHRM4 antagonist – human M4 muscarinic receptor antagonists, primary screen, CHO cells, Fluo-8 calcium fluorescence; AID 624125, 2012; inhibition, % at 3 µM; CHO-hM4 cells, ACh EC80; hit rate 0.73% among 360,000;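 active = inhibition above its plate's cutoff, the mean inhibition of sample wells plus 3 SD, cut at about 27% in these data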;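 also: 0% = acetylcholine EC80 with DMSO and 100% = DMSO without agonist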
CHRM4 agonist – human M4 muscarinic receptor agonists, primary screen, CHO-K1 cells, Fluo-8 calcium fluorescence | Muscarinic acetylcholine receptor M4 (Homo sapiens), P08173 | CHO-K1 hM4/Gqi5; vehicle 0%, full acetylcholine response 100% | activation, % at 3 µM | hit rate 0.14% among 360,000 | AID 624127, 2012;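 active = activation above the run mean over all test wells plus 3 SD, cut at about 32% in these data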;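 also: peak over basal fluorescence ratio per well then scaled between controls; 0% = DMSO wells and 100% = acetylcholine at EC100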
M1 ag parental – counter-screen for M1 agonists: effect in parental CHO-K1 cells | Fluo-8 calcium fluorescence; scaled to maximal ATP response, vehicle zero | activation, % at 3 µM | hit rate 0.48% among 360,000; in the data active = activation above about 15%;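 also: untransfected CHO-K1 host cells lacking M1 receptor as counterscreen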
CHRM5 PAM – human M5 muscarinic receptor positive allosteric modulators, primary screen, CHO-K1 cells, Fluo-8 calcium fluorescence; Muscarinic acetylcholine receptor M5 (Homo sapiens), P08912; CHO-K1 hM5, ACh EC20 PAM; 0% = ACh EC20, 100% = ACh EC100; activation, % at 3 µM; hit rate 0.3% among 360,000;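 active = activation above the run cutoff, the mean activation of all test compounds plus 3 SD, cut at about 18% in these data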
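Test system: CHO-K1 hM5 cells / Doses: single-point, 3 µM nominal / Times: Post-acetylcholine fluorescence recording 140 s / Technique: Fluo-8 calcium fluorescence / Measure: Max/basal fluorescence ratio as % of EC20–EC100 ACh window / Benchmarks: low control EC20 acetylcholine (0%), high control EC100 acetylcholine (100%) / Replicates: one well per compound, no replicates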
M5 antag – human M5 muscarinic receptor antagonists, primary screen, CHO cells, Fluo-8 calcium fluorescence | Muscarinic acetylcholine receptor M5 (Homo sapiens), P08912 | CHO-hM5 cells, ACh EC80 | inhibition, % at 3 µM | hit rate 0.59% among 360,000;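 active = inhibition above a per-plate cutoff, the mean of that plate's test compounds plus 3 SD, cut at about 27% in these data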;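 also: 0% = acetylcholine EC80 with DMSO and 100% = DMSO without agonist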
Numbers without * were called inactive.

1) CS(=O)(=O)c1ccc(C(=O)Nc2cc(-c3ccccc3)nn2-c2ccccc2)cc1
2) CC1CCN(Cc2csc(N)n2)CC1
3) Cc1ccccc1-n1c(-c2csc3ccccc23)n[nH]c1=S
4) CNC(=O)c1ccc(Nc2nnc(-c3ccc(C)c(S(N)(=O)=O)c3)c3ccccc23)cc1
5) COc1ccc(-n2c(=S)[nH]c3cc(C(=O)N4CCN(c5ccccc5)CC4)ccc3c2=O)cc1
6) Cc1cc(C)c2nc(/N=C(\N)NC(=O)c3ccccc3)nc(C)c2c1
7) COc1ccc(CCNC(=O)CCNC(=O)c2ccco2)cc1
8) CCn1c(=O)cc(SCC(=O)NCCCN2CCC(C)CC2)c2ccccc21

assay / entry	1	2	3	4	5	6	7	8
M5 ag	-2.7	-0.8	-5.6	-2.5	-3.1	0.2	-3.6	-2.9
CHRM4 PAM	4.3	11.6	9.1	-3.3	-4.2	-3.3	0.8	-1.4
M1 PAM parental	-15.9	-3.9	12.8	0.0	4.5	18.4	16.5	36.0
CHO-K1 Ca antag	17.7	15.9	-3.7	4.5	-11.2	-8.7	-11.3	-12.9
CHRM4 antagonist	-6.6	-9.9	-9.5	4.0	5.5	6.7	-6.6	-2.6
CHRM4 agonist	8.6	1.5	-2.0	-0.7	0.7	0.2	0.9	0.5
M1 ag parental	0.6	0.4	-0.3	0.7	1.1	1.4	0.7	1.3
CHRM5 PAM	-5.6	0.1	-2.7	-1.7	-5.5	-0.2	-6.4	7.1
M5 antag	-1.5	-1.7	0.2	10.9	21.9	3.4	8.9	-10.4

9) CC(=O)n1cc(N(C(=O)CCl)c2ccccc2)c2ccccc21
10) Cn1nc(-c2ccc(C(=O)N3CCN(CCO)CC3)cc2)c2ccccc2c1=O
11) CN1CCN(S(=O)(=O)c2ccc(N3CCN(c4ccccc4Cl)CC3)nc2)CC1
12) O=C(CNc1ccccc1F)Nc1cc(S(=O)(=O)N2CCCCC2)ccc1Cl
13) C#CCN(C[C@@H]1[C@@H](OC(=O)Nc2c(C)noc2C)[C@@H](OC(=O)Nc2c(C)noc2C)Cn2c(=O)n(CCCCCC)c(=O)n21)S(=O)(=O)c1ccc(C)cc1
14) CN(C)c1nnnn1-c1ccc(Oc2ccccc2)cc1
15) Cc1c(Cl)cccc1NCC(=O)Nc1ccc(Cl)cc1F
16) CN(C)CCOC(=O)c1ccc2c(c1)S(=O)(=O)c1ccccc1C2=O

assay / entry	9	10	11	12	13	14	15	16
M5 ag	2.1	0.4	2.1	7.3	0.3	-4.5	-4.0	4.0
CHRM4 PAM	-3.8	-7.0	-1.6	-6.2	1.3	4.8	-1.5	7.6
M1 PAM parental	12.3	22.0	3.4	-21.8	8.8	11.3	7.4	20.1
CHO-K1 Ca antag	-6.0	-2.7	-7.1	-2.7	-5.4	-2.9	8.3	-18.8
CHRM4 antagonist	6.1	12.2	-1.0	-3.5	-10.2	-7.0	5.8	6.0
CHRM4 agonist	0.4	-0.6	1.7	5.2	2.7	2.8	0.7	0.4
M1 ag parental	0.8	0.8	-0.2	0.7	1.8	1.1	0.8	1.2
CHRM5 PAM	3.6	0.6	-19.8	-3.8	-2.5	1.0	-10.0	-0.8
M5 antag	8.9	6.2	8.2	2.1	-4.7	-5.9	7.7	4.2

17) CC(OC(=O)Cc1ccc(Cl)cc1)C(=O)NCCC1=CCCCC1 (stereo unspecified)
18) CCCCNCc1cc(Br)c(OCC(=O)NCc2ccccc2)c(OC)c1
19) COc1ccc(C(=O)NC(=S)Nc2ccc(Cl)c(C(=O)O)c2)cc1
20) O=C1CCN(Cc2ccc(O)cc2)CCN1[C@H](CO)Cc1ccccc1
21) CCN(CC)S(=O)(=O)c1cccc(C(=O)NC(C)C(c2cccs2)N2CCCC2)c1 (stereo unspecified)
22) COc1ccc(N2C(=O)CC(N3CCN(c4ccccc4OC)CC3)C2=O)cc1 (stereo unspecified)
23) Cc1cc(C)cc(C(=O)NCC(=O)N2CCC(C(N)=O)CC2)c1
24) COc1cccc(CN(CC(=O)NCc2ccccc2)S(=O)(=O)CCl)c1

assay / entry	17	18	19	20	21	22	23	24
M5 ag	-4.2	-3.1	-1.7	5.9	-8.2	-5.7	1.7	-0.5
CHRM4 PAM	19.5	3.5	17.1	2.9	-4.1	-5.2	4.0	-5.2
M1 PAM parental	-5.1	4.6	19.7	16.2	-6.2	-2.9	-0.4	-2.1
CHO-K1 Ca antag	13.1	-8.3	-4.3	-11.2	-7.9	-11.6	-3.2	-0.8
CHRM4 antagonist	5.7	-4.4	-24.7	-4.0	-4.9	-6.1	-7.9	-10.5
CHRM4 agonist	0.4	4.7	-1.1	0.7	0.9	0.5	0.6	2.2
M1 ag parental	-0.7	1.4	0.1	0.5	-0.1	0.9	0.6	0.2
CHRM5 PAM	5.2	-1.6	13.9	2.0	-7.1	-7.0	5.2	-4.9
M5 antag	8.4	5.3	-2.0	2.9	-3.8	7.5	-2.2	2.8

25) COc1cccc(CNC(=O)C2CCN(c3nnc(N4CCCC4=O)s3)CC2)c1
26) COc1ccc(C2=CSC3=NCCN23)cc1F
27) CCN1C[C@@H]2[C@@H]3C(=O)N(C)C(=O)[C@@H]3[C@](C)(C1=O)N2C(=O)c1ccc(F)cc1
28) CC(=O)CCN1CCOCC1
29) COc1ccc(N2CCN(C(=O)c3oc4ccccc4c3C)CC2)cc1
30) O=C(CN1CCN(Cc2ccccc2)CC1)Nc1ccc2c(c1)CCC2
31) COc1cc(O)oc1C=Nc1ccc(Oc2ccccc2)cc1
32) CC(=O)c1sc2nc(C)c3c(c2c1N)CCCC3

assay / entry	25	26	27	28	29	30	31	32
M5 ag	-0.7	-4.2	1.1	3.6	-4.1	-2.5	-6.5	-3.9
CHRM4 PAM	6.8	9.2	1.0	-1.2	-10.2	-4.9	2.5	-0.8
M1 PAM parental	1.7	13.3	-8.0	4.5	0.6	-6.2	-6.7	16.3
CHO-K1 Ca antag	-5.3	-4.8	-2.8	-9.6	-16.1	-6.2	7.4	-9.3
CHRM4 antagonist	5.1	-7.7	7.1	-2.9	8.7	-4.8	-2.4	-11.5
CHRM4 agonist	0.6	0.5	0.0	0.4	4.0	-0.4	1.5	3.2
M1 ag parental	0.1	0.1	0.0	0.1	1.0	-0.5	0.1	1.4
CHRM5 PAM	3.9	-4.2	-6.3	-1.1	6.7	10.5	-8.2	4.8
M5 antag	-1.8	-7.4	11.8	-2.4	-2.1	-1.2	-0.4	-0.9

An excerpt from above in order of count of non-hydrogen atoms, descending.
25) COc1cccc(CNC(=O)C2CCN(c3nnc(N4CCCC4=O)s3)CC2)c1
31) COc1cc(O)oc1C=Nc1ccc(Oc2ccccc2)cc1
26) COc1ccc(C2=CSC3=NCCN23)cc1F

assay / entry	25	31	26
M5 ag	-0.7	-6.5	-4.2
CHRM4 PAM	6.8	2.5	9.2
M1 PAM parental	1.7	-6.7	13.3
CHO-K1 Ca antag	-5.3	7.4	-4.8
CHRM4 antagonist	5.1	-2.4	-7.7
CHRM4 agonist	0.6	1.5	0.5
M1 ag parental	0.1	0.1	0.1
CHRM5 PAM	3.9	-8.2	-4.2
M5 antag	-1.8	-0.4	-7.4

(more compounds)
33) COc1ccc(C(=O)N/C(=C\c2ccc(OC)c(OC)c2)C(=O)N2CCCCC2)cc1
34) Cc1c(C(=O)N2CCOCC2)oc2ccc(S(=O)(=O)N3CCCCCC3)cc12
35) O=C(CCc1ccc(S(=O)(=O)N2CCOCC2)cc1)N1CCCC1
36) COC(=O)Nc1nc(Sc2ncc(C(F)(F)F)cc2Cl)n[nH]1
37) Cc1ccc(S(=O)(=O)/N=C(/NC(=S)Nc2c(C)n(C)n(-c3ccccc3)c2=O)c2ccccc2)cc1
38) CC(=O)NC(CC(C)C)C(=O)NC(CO)C(=O)NC(CCC(=O)O)C(=O)NC(C)C(=O)NC(CC(C)C)C(N)=O (stereo unspecified)
39) C/C(=N\NS(C)(=O)=O)c1ccccc1
40) O=C1c2ccccc2C(=O)N1CCCCN(C(=O)c1cc2ccccc2oc1=O)c1ccc(Cl)cc1

assay / entry	33	34	35	36	37	38	39	40
M5 ag	-1.0	-4.6	0.3	2.1	-1.8	2.5	2.1	3.2
CHRM4 PAM	1.3	5.8	2.7	-6.0	-8.9	-3.9	2.3	-9.5
M1 PAM parental	6.1	14.5	-8.9	5.2	11.0	-5.3	11.8	21.4
CHO-K1 Ca antag	-7.1	0.3	-17.1	-0.6	-2.9	-4.4	-0.5	-12.9
CHRM4 antagonist	-2.6	-6.3	8.8	-10.7	7.2	4.4	-7.8	-1.0
CHRM4 agonist	1.1	3.1	1.7	6.8	0.6	0.2	0.1	0.2
M1 ag parental	2.1	3.9	0.6	1.6	0.9	0.1	0.1	-0.2
CHRM5 PAM	4.6	-2.1	-9.5	-3.8	5.3	0.6	2.4	2.4
M5 antag	2.7	4.8	3.6	-8.9	0.6	4.7	-1.1	-6.3

5 compounds drawn at random from the list so far, as already listed:
34) Cc1c(C(=O)N2CCOCC2)oc2ccc(S(=O)(=O)N3CCCCCC3)cc12
33) COc1ccc(C(=O)N/C(=C\c2ccc(OC)c(OC)c2)C(=O)N2CCCCC2)cc1
35) O=C(CCc1ccc(S(=O)(=O)N2CCOCC2)cc1)N1CCCC1
37) Cc1ccc(S(=O)(=O)/N=C(/NC(=S)Nc2c(C)n(C)n(-c3ccccc3)c2=O)c2ccccc2)cc1
39) C/C(=N\NS(C)(=O)=O)c1ccccc1

assay / entry	34	33	35	37	39
M5 ag	-4.6	-1.0	0.3	-1.8	2.1
CHRM4 PAM	5.8	1.3	2.7	-8.9	2.3
M1 PAM parental	14.5	6.1	-8.9	11.0	11.8
CHO-K1 Ca antag	0.3	-7.1	-17.1	-2.9	-0.5
CHRM4 antagonist	-6.3	-2.6	8.8	7.2	-7.8
CHRM4 agonist	3.1	1.1	1.7	0.6	0.1
M1 ag parental	3.9	2.1	0.6	0.9	0.1
CHRM5 PAM	-2.1	4.6	-9.5	5.3	2.4
M5 antag	4.8	2.7	3.6	0.6	-1.1

Carrying on:
41) CNC(=O)NC(=O)Cn1cnc2sc(-c3ccccc3)cc2c1=O
42) Cc1cc(C)cc(Nc2nc3c(S(=O)(=O)c4ccccc4)nnn3c3ccccc23)c1
43) Cc1ccc([C@H]2C[C@@H](n3cc(-c4ccc(F)cc4)nn3)[C@H](O)CN2C(=O)c2cccs2)cc1
44) Cc1ccc(C)c(S(=O)(=O)N2CCN(C(=O)Cn3[nH]c(=O)c4ccccc4c3=O)CC2)c1
45) Cc1cccc(NC(=O)c2nc[nH]c2C(=O)N[C@@H](Cc2ccccc2)C(=O)OCc2ccccc2)c1

assay / entry	41	42	43	44	45
M5 ag	1.6	-1.3	-1.3	-2.9	-0.5
CHRM4 PAM	5.5	3.1	0.9	1.7	0.5
M1 PAM parental	12.1	21.1	3.1	14.1	19.8
CHO-K1 Ca antag	-4.7	-5.1	-8.3	-9.1	-15.6
CHRM4 antagonist	-16.1	1.1	-8.8	-6.4	-2.7
CHRM4 agonist	1.2	0.3	1.2	7.3	3.4
M1 ag parental	-0.1	0.7	0.1	0.6	0.9
CHRM5 PAM	0.8	-1.6	-1.2	-0.3	-4.1
M5 antag	10.5	2.1	6.1	3.1	13.4
